# Screening data deposited in PubChem BioAssay by several laboratories.
# JNK3 blocker: JNK3 kinase activity inhibitors, primary screen, biochemical, human, purified enzyme. HTS. 60,000 tested, 0.61% active. inhibition, % at 8 µM. Mitogen-activated protein kinase 10 (Homo sapiens), P53779; in the data active means inhibition above about 17%;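 further: 0% = DMSO and 100% = reference inhibitor; many of its hits are not listed in these tables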
# RORa activator: activators of orphan receptor RORA, primary screen, cell-based, luminescence. CHO-K1 Gal4-RORA LBD luciferase reporter; percent increase over mock-subtracted basal signal. activation, % at 10 µM. 65,000 tested, 1.5% active. AID 560, 2006. Nuclear receptor ROR-alpha (Homo sapiens), P35398;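 active means activation above the mean of all tested compounds plus 3 SD, cut at about 49% in these data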;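 further: 0% = DMSO-treated RORA cells and 100% = added signal equal to DMSO minus mock-transfected cells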
# Target sequence (P35398 whole entry, looked up, the tested form may be a part): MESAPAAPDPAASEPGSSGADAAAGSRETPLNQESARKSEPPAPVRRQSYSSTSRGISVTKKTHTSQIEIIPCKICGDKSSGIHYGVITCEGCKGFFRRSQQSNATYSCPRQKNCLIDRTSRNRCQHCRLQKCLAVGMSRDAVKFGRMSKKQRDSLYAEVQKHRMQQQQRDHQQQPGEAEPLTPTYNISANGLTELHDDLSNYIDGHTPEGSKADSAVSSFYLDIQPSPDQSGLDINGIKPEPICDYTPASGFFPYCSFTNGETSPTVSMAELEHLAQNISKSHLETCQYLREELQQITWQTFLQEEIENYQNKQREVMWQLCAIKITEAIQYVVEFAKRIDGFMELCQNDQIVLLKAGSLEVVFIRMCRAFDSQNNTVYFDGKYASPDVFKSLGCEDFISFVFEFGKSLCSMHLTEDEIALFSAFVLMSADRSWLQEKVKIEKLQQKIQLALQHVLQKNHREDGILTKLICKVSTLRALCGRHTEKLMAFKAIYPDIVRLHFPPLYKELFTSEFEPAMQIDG
# CatB mix inh: cathepsin B inhibitors from pooled compounds, primary screen, biochemical, compound mixtures, AMC fluorescence; P07858; Purified cathepsin B, AMC dipeptide fluorescence; inhibition, %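 (ten-compound pools at 5 µM per compound and 50 µM total)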; 62,000 tested, 0.06% active; AID 488, 2006; in the data active means inhibition above about 22%, passing the limit was not always enough; inconclusive means no clear call, values can overlap the other calls;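 further: 0% = enzyme without compound and 100% = no enzyme blank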
# AP ELISA ortho: alternative complement pathway inhibitors, primary screen, biochemical, ELISA, human serum, orthogonally pooled compounds | LPS-coated ELISA, C3 deposition; tested in compound mixtures | inhibition, % at 5 µM | 62,000 tested, 0.08% active;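 active means inhibition above 30% in each of the two pooled mixtures holding the compound, so the lower value exceeds 30%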;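 further: 0% = serum in Mg-EGTA without compound and 100% = EDTA serum blank; some compounds past the cut are filed as inactive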
#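 Assay system: Human serum alternative complement pathway, C3 deposition on LPS-coated wells | Incubation: 1 h serum-compound exposure at 37 °C | Doses: 5 µM per compound in ten-compound mixtures | Read-out: Percent inhibition | Technique: ELISA with HRP anti-human C3 antibody, TMB substrate, absorbance 450 nm | Replication: Two pool placements per compound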
# ROCK2 blocker: inhibitors of human ROCK2 kinase, primary screen, biochemical, high-throughput, luminescence; Rho-associated protein kinase 2 (Homo sapiens), O75116; purified ROCK2, Kinase-Glo ATP depletion luminescence; inhibition, % at 6 µM; 60,000 tested, 0.35% active; AID 604, 2007;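 active means inhibition above the screen-wide mean inhibition plus 3 SD, cut at about 18% in these data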;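 further: plate controls were DMSO wells for no effect and Y-27632 control wells after no-enzyme background subtraction for full effect; many of its hits are not listed in these tables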
# PKA inh: inhibitors of human PKA kinase activity, primary screen, biochemical, ATP-depletion luminescence, Kemptide substrate. PKA Kemptide phosphorylation, Kinase-Glo ATP luminescence. 65,000 tested, 0.1% active. cAMP-dependent protein kinase catalytic subunit alpha (Homo sapiens), P17612. AID 524, 2006. inhibition, % at 6 µM;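 active means inhibition above the screen-wide mean inhibition plus 3 SD, cut at about 21% in these data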; further: many of its hits are not listed in these tables
# E coli RNAP: E. coli RNAP inhibitors, biochemical; DNA-directed RNA polymerase subunit beta (Escherichia coli (strain K12)), P0A8V2; inhibition, %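 (tested at 10 µM)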; AID 559, 2006; 62,000 tested, 0.2% active; E. coli RNA polymerase, fluorescence transcription assay; in the data active means inhibition above about 20%;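 further: 0% = enzyme without compound and 100% = no enzyme blank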
# CatB inh: human cathepsin B inhibitors, primary screen, biochemical, fluorogenic substrate | P07858 | purified cathepsin B, fluorescence | inhibition, %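 (tested at 10 µM)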 | 63,000 tested, 0.1% active; in the data active means inhibition above about 21%;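 further: 0% = enzyme with no compound and 100% = no enzyme blank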
# CatS block: inhibitors of human cathepsin S, biochemical, compound mixtures; P25774; recombinant cathepsin S, AMC dipeptide fluorescence, pooled mixtures; inhibition, %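 (tested at 5 µM per compound within 10-compound mixtures)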; 62,000 tested, 0.06% active; AID 501, 2006; in the data active means inhibition above about 32%, passing the limit was not always enough; inconclusive means no clear call, values can overlap the other calls;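 further: 0% = enzyme without compound and 100% = blank without enzyme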
# Target sequence (P25774 115-331 limits assumed): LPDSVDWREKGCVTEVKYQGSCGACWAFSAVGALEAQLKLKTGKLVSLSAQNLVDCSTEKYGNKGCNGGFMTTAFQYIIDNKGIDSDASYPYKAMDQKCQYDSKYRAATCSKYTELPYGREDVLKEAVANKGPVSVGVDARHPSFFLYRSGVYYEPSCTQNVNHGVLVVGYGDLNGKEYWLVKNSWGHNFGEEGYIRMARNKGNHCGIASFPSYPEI
# The depositor's hits bear a star; ? = inconclusive; nt = not tested or not shown.
SMILES,JNK3 blocker,RORa activator,CatB mix inh,AP ELISA ortho,ROCK2 blocker,PKA inh,E coli RNAP,CatB inh,CatS block
CCOC(=O)c1cccc(S(=O)(=O)N(CCO)Cc2cc3cc(OC)c(OC)cc3[nH]c2=O)c1,-1,-7,2,-9,3,6,3,2,3
COc1ccc(O)c(-c2cc(-c3cccs3)[nH]n2)c1,-4,-16,-7,16,-2,0,2,-5,-22
O=C(Nc1cc(C(=O)N2CCOCC2)cc(C(=O)N2CCOCC2)c1)c1cc(F)c(F)cc1Cl,-6,17,4,-9,4,8,7,7,15
Cc1ccc(NCc2nnc(SCc3ccc(C#N)cc3)n2Cc2ccco2)c(C)c1,-10,11,4,12,-2,0,7,1,6
O=C(O)C1CC=C(Cl)CC1C(=O)NCC1OCCc2ccccc21 (stereo not given),-5,-18,9,17,0,0,3,-4,-4
OCc1nc(CO)n(Cc2ccccc2)n1,-10,-25,1,12,-1,-2,7,5,2
CCSc1ccccc1C(=O)Nc1cc(C)on1,7,-16,-4,6,6,4,4,-1,-3
COc1ccc(C)cc1S(=O)(=O)N(C)CC(=O)NCc1ccco1,-2,5,6,14,8,5,8,-1,0
CCN(CC)S(=O)(=O)c1ccc2c(c1)nc(SCn1nnc3ccccc3c1=O)n2CC,nt,-17,44,6,nt,-2,10,5,51
CC(C)C[C@H](N)c1nnc(S(=O)(=O)Cc2ccc(F)cc2)o1,2,6,7,14,0,-4,8,-1,0
Cc1cc(C(=O)NCc2cccs2)c(C)o1,-5,-23,4,13,6,6,7,2,2
COc1ccc(N2CCN(CCNC(=O)CCN3C(=O)COc4ccccc43)CC2)cc1,-9,4,3,11,-5,-8,6,6,0
O=C(Nc1ccccc1Sc1ccccc1)C1CCCO1 (stereo not given),-2,-14,-2,12,-3,-1,1,2,-4
Cc1ccc(C(=O)Nc2nnn(C)n2)cc1,-7,-8,1,3,-4,-2,7,5,9
Cc1[nH]nc(N=CC2=C(O)CC(C)(C)CC2=O)c1-c1ccccc1,-12,38,3,-16,0,5,-8,3,7
CN=C1CC(C)(C)CC(=O)/C1=C(/O)CCC(=O)NC,0,5,-7,9,2,10,9,1,-3
COc1cc2c(cc1OC)C(C(=O)NC1CC1)C1c3ccccc3CCN1C2=O (stereo not given),-2,11,4,12,5,3,8,-3,2
Cc1cc2cc(CN(CC3CCCO3)C(=O)c3cnccn3)c(=O)[nH]c2cc1C (stereo not given),2,12,1,-9,5,11,-12,1,29
COc1ccc(S(=O)(=O)NC(C)C(=O)Nc2ccccc2F)cc1 (stereo not given),-4,6,8,15,4,6,5,6,?
c1ccc(-c2ccccc2OCCn2cncn2)cc1,-8,-28,7,9,-14,-1,1,-3,0
O=C(/C=N/O)NCc1ccncc1,-1,-10,-7,19,-3,4,3,4,-3
COc1ccc(CCNC(=O)Cn2c(-c3nonc3N)nc3ccccc32)cc1OC,2,0,12,15,5,8,-1,14,-7
O=c1oc2c3c4c(cc2c(C(F)(F)F)c1CCN1CCOCC1)CCCN4CCC3,-1,12,nt,nt,11,6,nt,3,nt
Cc1ccnc(NC(=O)CCC(=O)N(CC(=O)NC2CCCCC2)CC2CCCO2)c1 (stereo not given),0,12,-6,10,5,9,8,0,-4
CCCCNc1nc2ccccc2nc1NS(=O)(=O)c1cccs1,-9,-15,2,-14,-4,-5,-2,-4,2
O=C(Nc1ccc2ccccc2c1)N1CCN(c2ncccc2C(F)(F)F)CC1,-8,4,-2,-1,6,11,4,-2,0
Cc1noc(C)c1C(=O)Nc1ccccc1-c1ccccc1,2,6,2,2,7,8,9,5,-1
CCC1Oc2ccc(C)cc2N(CC(=O)NCc2ccccc2OC)C1=O (stereo not given),2,-3,3,-5,8,5,9,9,15
COc1cc(C2NC(=O)NC(C)=C2C(=O)OCC2CCCO2)ccc1O (stereo not given),-2,-11,4,11,0,-2,5,2,-1
CC(=O)Nc1nc(CC(C)C)cc(-c2ccco2)c1C#N,4,-11,0,8,7,6,4,-3,10
COc1ccc(S(=O)(=O)N(CCc2ccccc2)CC(=O)N2CCOCC2)cc1,nt,-24,4,11,nt,-2,2,-1,1
O=C(c1cccc(N2C(=O)C3CC=CCC3C2=O)c1)N1CCN(c2ccccc2)CC1 (stereo not given),-9,4,2,14,17,11,5,4,-3
Cc1ccc(-n2nc(C)c3c2OC(N)=C(C#N)C3c2ccco2)cc1 (stereo not given),-2,8,4,2,5,0,12,5,9
CCOC(=O)c1c(C)n(C)c2ccc(OC)c(NC(=O)CCN3CCSCC3)c12,7,-16,1,10,-10,2,10,11,1
CN(C(=O)COc1ccc(C(C)(C)C)cc1)C1CCS(=O)(=O)C1 (stereo not given),4,-3,0,14,-4,1,1,-1,-5
Cc1cc(N2CCCC2=O)cc(C)c1S(=O)(=O)NCCOc1ccccc1,4,-9,5,-5,5,9,5,2,16
Cc1cnc(NC(=O)CSc2nnc(Cc3ccccc3)n2C)s1,4,-5,-1,10,4,10,5,5,5
O=c1[nH]c2ccc(Br)cc2c(-c2ccccc2)c1CN1CCOCC1,4,-16,6,17,2,-1,3,5,-13
CCCC(=O)Nc1cccc(NC(=O)CN2CCN(c3ccccc3OC)CC2)c1,-4,-30,-8,6,-8,-5,0,0,-7
COc1ccccc1CNC(=O)COC(=O)C1=COCCO1,-5,-8,0,-14,5,5,-5,3,-4
CC1CCN(S(=O)(=O)c2ccc3c(c2)CCN3C(=O)CCC(=O)O)CC1,-2,4,-1,0,7,9,12,3,0
Cc1cc(-c2cc(-c3ccc(Cl)cc3)nc(N)c2C#N)co1,4,-7,nt,nt,6,3,-6,-7,nt
COc1ccccc1N1CCN(C(=O)CCn2c(=O)[nH]c3ccsc3c2=O)CC1,nt,-16,2,12,nt,-1,8,7,-2
CC1=C(C(=O)OCC2CCCO2)C(c2ccccc2)NC(=O)N1 (stereo not given),-8,14,0,4,6,8,10,6,-1
CCc1c(C)nc2cc(-c3cc(OC)cc(OC)c3)nn2c1N1CCCC1,9,2,6,8,-1,-2,4,-1,5
C=CCn1c(Cc2csc(N)n2)nnc1SCC(=O)OCC,2,-4,4,1,7,6,6,5,9
CCOc1ccccc1C1C(C(=O)Nc2ccc(OC)cc2)=C(C)Nc2nc(CCCO)nn21 (stereo not given),-4,-8,-8,17,6,10,5,2,0
O=C(c1ccccc1Cl)N1CCCC(c2nc3c(nnn3Cc3ccccc3)c(=O)[nH]2)C1 (stereo not given),3,0,2,-7,7,11,9,2,8
COc1ccc2nc(NC(=O)c3ccc(Br)s3)sc2c1,-5,36,3,-10,-1,-5,12,1,15
CN1CCOc2cc(S(=O)(=O)Nc3ccc(F)cc3)ccc21,4,-8,4,2,5,9,5,5,16
Cc1nnc(NC(=O)CSc2nnc(CNC(=O)c3ccccc3)n2-c2ccccc2)s1,0,-12,0,11,-4,5,8,3,18
CCOc1ccc(C(=O)N2CCN(Cc3ccccc3)CC2)cc1,0,6,-1,16,4,-1,nt,nt,1
CCc1ccccc1NS(=O)(=O)c1ccc2[nH]cc(C(=O)NCc3ccco3)c(=O)c2c1,1,-6,7,23,2,2,1,1,8
CCCCc1ccc(NC(=O)CC(C)=O)cc1,-2,10,1,-3,4,7,10,nt,8
CCn1c(CNc2cccc(Cl)c2)nnc1SCC(=O)OC1CCCCC1,0,-11,-2,2,-5,-6,-2,1,31
CC1CC(C)CN(C(=O)CSCC(=O)Nc2nc(-c3cccs3)cs2)C1 (stereo not given),4,13,-5,-3,1,4,6,-2,6
c1ccc(OCCCCn2cnc3ccccc32)cc1,10,5,5,-6,-10,2,3,6,8
Cc1ccc(-c2nnc(CSc3nc4cc5c(cc4cc3C)OCO5)o2)cc1,-2,5,0,-6,-2,-3,1,1,1
CCN(CC(=O)NCc1cccs1)C(=O)c1cc(S(=O)(=O)N2CCOCC2)ccc1C,-1,-10,2,-4,3,2,7,2,7
CCOC(=O)CSc1nc2cc(OCC)ccc2cc1C#N,1,53*,5,10,-3,-2,8,-1,-4

# In another format: 7 of the compounds above.
compound	JNK3 blocker	RORa activator	CatB mix inh	AP ELISA ortho	ROCK2 blocker	PKA inh	E coli RNAP	CatB inh	CatS block
COc1ccccc1CNC(=O)COC(=O)C1=COCCO1	-5	-8	0	-14	5	5	-5	3	-4
CC1CCN(S(=O)(=O)c2ccc3c(c2)CCN3C(=O)CCC(=O)O)CC1	-2	4	-1	0	7	9	12	3	0
Cc1cc(-c2cc(-c3ccc(Cl)cc3)nc(N)c2C#N)co1	4	-7	nt	nt	6	3	-6	-7	nt
COc1ccccc1N1CCN(C(=O)CCn2c(=O)[nH]c3ccsc3c2=O)CC1	nt	-16	2	12	nt	-1	8	7	-2
CC1=C(C(=O)OCC2CCCO2)C(c2ccccc2)NC(=O)N1 (stereo not given)	-8	14	0	4	6	8	10	6	-1
CCc1c(C)nc2cc(-c3cc(OC)cc(OC)c3)nn2c1N1CCCC1	9	2	6	8	-1	-2	4	-1	5
C=CCn1c(Cc2csc(N)n2)nnc1SCC(=O)OCC	2	-4	4	1	7	6	6	5	9

# Compound profiles, as listed above. Screens in order: JNK3 blocker	RORa activator	CatB mix inh	AP ELISA ortho	ROCK2 blocker	PKA inh	E coli RNAP	CatB inh	CatS block
# COc1ccc(CCNC(=O)Cn2c(-c3nonc3N)nc3ccccc32)cc1OC reads 2	0	12	15	5	8	-1	14	-7
# CCN(CC)S(=O)(=O)c1ccc2c(c1)nc(SCn1nnc3ccccc3c1=O)n2CC reads nt	-17	44	6	nt	-2	10	5	51

# 4 compounds from above, ordered by count of non-hydrogen atoms, largest number first:
SMILES,JNK3 blocker,RORa activator,CatB mix inh,AP ELISA ortho,ROCK2 blocker,PKA inh,E coli RNAP,CatB inh,CatS block
CC1CC(C)CN(C(=O)CSCC(=O)Nc2nc(-c3cccs3)cs2)C1 (stereo not given),4,13,-5,-3,1,4,6,-2,6
CCOc1ccc(C(=O)N2CCN(Cc3ccccc3)CC2)cc1,0,6,-1,16,4,-1,nt,nt,1
CC1=C(C(=O)OCC2CCCO2)C(c2ccccc2)NC(=O)N1 (stereo not given),-8,14,0,4,6,8,10,6,-1
C=CCn1c(Cc2csc(N)n2)nnc1SCC(=O)OCC,2,-4,4,1,7,6,6,5,9

# Not all compounds are listed; the hit share may differ from the screen's.
